# Source: PubChem BioAssay
# hiPSC survival = hiPSC single-cell survival enhancement; ATPlite luminescence; 100% = ROCK inhibitor wells, 0% = DMSO; survival enhancement, % at 20 µM; actives 0.044% (n = 360,000); AID 602274; in the data active = survival enhancement above about 18%;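 note: cells exposed to compounds for 16 hours before the ATP read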
# Shn3 inh set2 = inhibitors of Schnurri-3 3'UTR reporter in osteoblasts; Clone20 osteoblast Shn3 3'UTR firefly luciferase, 24 h; inhibition, % at 12.5 µM; actives 0.52% (n = 360,000); AID 588674;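 active = mean inhibition of at least 75% with every replicate also reaching 75%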;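 note: 0% = median of neutral control wells and 100% = pilot-screen positive control compound; some compounds past the cut are filed as inactive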
# Peg3 prom inh = reduces Peg3 promoter-driven luciferase expression in HeLa | inhibition, % at 20 µM | AID 588405 | actives 1.7% (n = 360,000) | HeLa PEG-Prom luciferase reporter, luminescence, overnight;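 active = inhibition of at least 50% at 20 µM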
# CF NFkB inh = cystic fibrosis NF-kB activation inhibition; AID 588850; KKLEB NF-kB-GFP reporter, PAF-induced, GFP fluorescence overnight; inhibition, % at 5 µM; actives 0.86% (n = 360,000);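 active = at least 50% inhibition at 5 µM, scaled per plate between neutral and stimulator controls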;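 note: PAF is a Pseudomonas aeruginosa culture filtrate used as stimulus; plate controls were PAF-stimulated DMSO wells for no effect and unstimulated DMSO wells for full effect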
# EBV LMP1 NFkB = Epstein-Barr LMP1 NF-kappaB reporter inhibition. LMP1-induced NF-kappaB luciferase reporter cells, luminescence. inhibition, % at 12.5 µM. actives 0.69% (n = 350,000). AID 504558; in the data active = inhibition above about 41%;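 note: 0% = neutral control wells and 100% = reference inhibitor control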
# TRPM1 prom inh = MITF TRPM1 promoter inhibition in SK-MEL-5 cells; SK-MEL-5 TRPM1 promoter luciferase, 24 h; inhibition, % at 12.5 µM; actives 0.83% (n = 330,000); AID 488899;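 active = mean inhibition across replicates of 60% or more, whatever share of single replicates reaches that level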; note: values of inactives mirror those of a sister screen read the other way
# NR2E3 ag-1 = agonists of human nuclear receptor NR2E3 | Q9Y5X4 | GST-NR2E3/biotin-RetCOR TR-FRET, 1536-well | inhibition of corepressor binding, % at 4.78 µM | actives 0.12% (n = 320,000) | AID 2300;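 active = percent inhibition above the cutoff of mean plus 3 SD of all tested compounds, set per screening campaign, cut at about 20% in these data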;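 note: 0% = DMSO wells and 100% = biotin wells as full block of FRET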
# Target sequence (Q9Y5X4 whole entry, looked up): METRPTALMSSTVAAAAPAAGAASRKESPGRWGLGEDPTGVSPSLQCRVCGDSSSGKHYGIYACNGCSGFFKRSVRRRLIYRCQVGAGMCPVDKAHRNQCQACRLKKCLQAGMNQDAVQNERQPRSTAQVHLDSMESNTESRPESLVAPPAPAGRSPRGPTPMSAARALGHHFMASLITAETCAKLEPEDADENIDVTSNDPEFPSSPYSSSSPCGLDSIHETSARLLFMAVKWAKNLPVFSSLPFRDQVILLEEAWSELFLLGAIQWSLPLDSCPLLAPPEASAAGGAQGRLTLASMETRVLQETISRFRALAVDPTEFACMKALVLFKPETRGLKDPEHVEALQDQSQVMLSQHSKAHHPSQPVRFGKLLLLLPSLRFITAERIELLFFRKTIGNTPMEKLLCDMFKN
#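 System: GST-tagged NR2E3 plus biotinylated RetCOR corepressor; Buffer or medium: pH 7.5 Tris-based buffer; Probe or stimulus: RetCOR corepressor, biotinylated, 7 nM; Doses: compound at 4.8 µM, single dose; Schedule: 5 h incubation at 4 °C; Technique: time-resolved FRET; Evaluation: percent inhibition of TR-FRET ratio; Replication: one well per compound, singlicate testing.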
# KKLEB cytotox = reduces viability of KKLEB cystic fibrosis airway cells | activity change (cytotoxicity), % at 5 µM | actives 0.36% (n = 360,000) | AID 602141 | KKLEB CF airway cells viability, ATPlite luminescence, overnight; active compounds read low; cells stimulated with P. aeruginosa culture filtrate;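 active = corrected activity change at or below -50% at 5 µM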
# HIF-2a block = blocks HIF-2a reporter activity; 786-0 RCC cells HIF-2a reporter, luciferase luminescence, overnight; inhibition, % at 18.8 µM; actives 0.72% (n = 360,000); AID 624352;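 active = inhibition of the luminescence signal of 40% or more relative to plate controls, in a single-dose primary screen at 18.75 µM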
# NR2E3 ag-2 = agonists of human NR2E3 nuclear receptor. Q9Y5X4. CHO-S Gal4-NCOR/VP16-NR2E3 two-hybrid, luciferase. inhibition of corepressor binding, % at 3.98 µM. actives 0.35% (n = 360,000). AID 602229;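 active = inhibition above the mean of all tested compounds plus 3 SD, cut at about 70% in these data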;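 note: 0% = DMSO with NR2E3 transfected cells and 100% = cells lacking NR2E3 construct; higher means lower luciferase signal from less NR2E3 corepressor binding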
# C8 TRAIL sens = caspase-8 TRAIL sensitization. inhibition (viability loss, TRAIL sensitization), % at 10 µM. actives 1% (n = 360,000). NB7+C8 cells + TRAIL, ATPlite viability luminescence;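 active = compounds causing at least 50% loss of cell viability in the single-dose screen, relative to plate controls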
# An asterisk follows results filed as active; · = not tested or not shown.
SMILES,hiPSC survival,Shn3 inh set2,Peg3 prom inh,CF NFkB inh,EBV LMP1 NFkB,TRPM1 prom inh,NR2E3 ag-1,KKLEB cytotox,HIF-2a block,NR2E3 ag-2,C8 TRAIL sens
CCOc1cc(/C=N/n2c(C)nc3ccccc3c2=O)ccc1O,0.5,2.6,2.2,23.1,-2.3,-7.1,-1.6,-6.5,7.8,4.3,11.8
Cc1ccc(OCC(=O)Nc2ccc(S(=O)(=O)N3CCOCC3)cc2)c(Br)c1,-0.3,6.5,0.6,33.5,5.3,-6.3,1.8,-10.7,2.2,-5.6,7.9
O=S1(=O)c2ccccc2C(O)(c2ccccc2)c2ccccc21,-1.4,-16.6,17.9,2.0,2.4,11.5,·,-9.4,17.2,5.2,-3.2
COc1ccc(C2=NS(=O)(=O)N(C)C(C(=O)NCc3ccccc3)=C2)cc1OC,3.0,-5.6,17.7,-25.9,1.7,1.7,5.7,4.6,7.5,-5.6,-2.3
N#CC1C(=O)Nc2cccnc21 (stereo not given),2.9,2.3,0.2,2.0,-1.5,·,·,5.1,5.6,-2.9,-6.9
CCCCNC(=O)[C@]1(C)CCC[C@@]2(C)C3CC[C@@]4(C)C[C@]3(CCC21)CC4=O (stereo not given in full),-1.9,13.2,4.4,-0.3,5.8,-5.0,-0.9,-1.0,7.7,-17.9,8.3
CC1CCCC(NC(=O)/C=C/c2c(F)cccc2Cl)C1C (stereo not given),-0.3,5.8,-120.8,23.6,-13.5,-31.7,-6.7,-7.3,-191.5,-39.2,19.9
C/C(=N\NC(=O)c1cccnc1)c1cc(C)oc1C,-3.0,-10.1,-3.6,12.1,8.4,2.1,-0.8,-8.3,-4.2,9.0,15.1
CC(=O)N1C(=O)C2(C(C#N)=C(N)Oc3n[nH]c(-c4ccccn4)c32)c2ccccc21 (stereo not given),-2.8,-12.2,17.4,16.6,9.9,18.2,0.6,5.3,7.9,24.6,-3.2
Cc1ccc(C(=O)OCC(=O)NC2CCCCCCC2)cc1C,-1.2,-10.6,11.1,8.1,7.4,·,·,11.1,-4.6,-65.6,-12.7
Cc1cccc(C(=O)OCC(=O)c2c(N)n(CC(C)C)c(=O)n(C)c2=O)c1O,-0.4,26.4,20.3,-11.3,17.6,5.1,4.8,0.0,1.3,-29.5,28.2
O=C(COc1ccc(Cl)cc1)Nc1c(-c2cccs2)nc2ccccn12,7.9,-9.0,-3.4,-7.0,-7.1,-5.4,-3.2,11.3,-4.5,2.2,-8.3
CCCCC1=CC2=CC(=O)C(C)(OC(=O)CC)C(=O)C2=CN1CCOC (stereo not given),10.2,1.4,0.5,6.2,-0.8,-0.2,3.9,1.3,8.0,20.4,5.4
CCc1ccc(S(=O)(=O)NCc2cccs2)cc1,-0.3,-8.9,-10.0,-8.2,4.3,5.7,-1.1,2.6,-2.1,2.5,-0.2
CCn1c(CCC(=O)Nc2nc3c(s2)CCCC3)nc2cc(S(=O)(=O)N(C)C)ccc21,-2.3,21.9,-0.4,21.3,1.7,-10.2,-1.4,-1.1,-4.2,16.8,-7.7
Cc1ccccc1C(=O)NCc1nnc(SCC(=O)N2c3ccccc3Sc3ccccc32)n1C,3.8,5.4,12.9,-3.6,-10.0,22.0,-1.5,13.9,3.6,5.7,-0.2
O=S(=O)(c1ccc2nc(N3CCN(c4ccc(F)cc4)CC3)ccc2c1)N1CCCCC1,0.8,16.5,10.8,30.8,10.9,3.2,-1.2,-17.7,14.2,-2.4,19.4
FC(F)(F)C(F)(F)C(F)(F)c1nc2nc(Cl)c(Cl)nc2[nH]1,3.2,-4.8,-25.2,14.1,-5.3,·,·,1.8,2.1,1.5,1.0
Cc1nnc(SCC(=O)Nc2cccc(S(=O)(=O)NC3=NCCCCC3)c2)n1Cc1ccccc1,3.0,-4.6,-1.9,-16.7,-5.1,2.0,-1.9,1.8,9.6,-3.3,0.0
O=C(CCl)Nc1cc(SCC(O)CO)cc([N+](=O)[O-])c1 (stereo not given),-2.7,63.5,105.7*,95.8*,25.4,88.6*,·,-93.3*,86.0*,2.7,2.2
Cc1sc(-c2ccccn2)nc1OC(=O)c1ccc(Cl)cc1,-0.7,10.8,9.8,9.4,12.1,2.7,0.2,-6.2,9.5,11.2,5.5
CCC1(c2ccccc2)NC(=O)N(CC(=O)Nc2cccnc2Cl)C1=O (stereo not given),0.0,-20.5,9.3,3.9,-6.7,-5.4,2.7,-22.5,10.7,-2.5,-2.7
O=S1(=O)C=C(N2CCOCC2)c2ccccc21,-3.2,4.9,4.8,11.5,-1.1,2.4,1.8,15.7,7.6,-45.8,-15.4
CCN(C(=O)Cc1c(C(=O)O)n(C)c2ccccc12)c1cc(OC)ccc1OC,-0.4,-7.8,-18.9,11.6,5.4,2.1,-1.4,1.0,3.8,7.3,-5.9
O=C(Nc1cccc(Cl)c1)Nc1nnc(-c2ccccc2)o1,1.5,-26.2,-1.7,-1.5,3.9,-16.5,3.2,2.1,0.8,2.8,4.9
COc1cc(CN2CCN(c3cccc(C)c3C)CC2)cc(Br)c1O,2.3,23.9,-6.1,14.1,2.7,14.4,-2.1,-11.3,-37.0,-12.0,9.1
COC(=O)NC1CSCC1OC(=O)CCN1C(=O)c2ccccc2C1=O (stereo not given),1.3,-3.5,8.9,-4.9,1.1,-5.2,-2.2,6.9,15.3,5.9,6.7
O=c1cc(N2CCc3ccccc32)[nH]c(=O)n1-c1ccccc1Cl,0.6,-12.2,3.4,5.7,0.3,7.1,-3.8,-25.9,3.1,-13.8,2.7
COC(=O)CSc1ncnc2c1sc1nc(N3CCOCC3)c3c(c12)CCCC3,-2.0,3.3,-2.7,11.6,4.1,-14.0,-0.8,1.6,25.7,-21.1,-14.7
O=C(Nc1cccc(Cl)c1)c1cc(S(=O)(=O)N2CCOCC2)cs1,-0.3,-6.0,1.0,18.0,-6.5,-5.1,-1.6,-1.7,-2.8,-6.5,12.5
CC(=O)Nc1c2c(nn1-c1cccc(C)c1)CSC2,-0.1,-0.8,1.9,3.9,-2.6,9.2,0.1,15.5,-1.8,-3.2,-10.5
O=C(NCc1ccc(F)cc1)c1cc(-c2cccs2)on1,-2.0,-7.8,-71.9,15.9,-7.5,-10.5,4.2,-19.8,-201.8,-43.5,-3.7
CCN(CC(=O)Nc1ccccc1C(F)(F)F)C(=O)Cc1ccc2c(c1)CCC2,-2.3,12.4,27.4,-2.2,-5.6,4.0,-1.7,4.0,8.2,-12.2,-0.5
CCCCCC1CCC(c2nnc(SCC(C)=O)o2)CC1 (stereo not given),0.3,13.1,3.9,-0.6,-15.5,0.5,-2.7,-11.3,19.8,-25.1,-4.3
COCOCCn1cc(CN2CCS(=O)(=O)N(Cc3ccc(-c4cccc(CO)c4)cc3)C(C(C)C)C2=O)nn1 (stereo not given),1.7,3.9,-3.7,-20.0,0.7,·,·,1.9,7.5,19.4,1.5
CCOc1ccc(-n2ccnc2SCC(=O)NCc2ccc3c(c2)OCO3)cc1,-1.1,9.6,-3.8,-5.1,-5.8,9.7,0.9,-2.0,0.4,18.9,1.7
C=CCN(c1ccccc1C(=O)O)S(=O)(=O)c1ccc(C)cc1,-0.5,1.0,7.5,7.4,-5.6,9.8,-1.8,-0.7,10.8,-19.6,-8.4
CCCN1C(=O)C(Cc2nc3ccccc3c(=O)n2C)c2ccccc21 (stereo not given),0.8,-18.2,24.7,14.8,-18.1,10.0,-1.0,-8.8,11.5,1.8,-2.0
Nc1nc2c(s1)CC(c1ccccc1)CC2 (stereo not given),-0.5,-10.5,-125.3,-3.2,-9.9,-14.5,-0.4,4.5,-128.8,-19.9,2.5
CCCn1c2ccccc2c2cnn(CC(=O)NCCCN3CCN(c4ccccc4)CC3)c(=O)c21,-0.3,15.8,0.0,18.1,-16.6,6.7,-1.1,-9.7,6.2,29.0,0.6

# Of the compounds above, 3 have an aryl methoxy group:
SMILES,hiPSC survival,Shn3 inh set2,Peg3 prom inh,CF NFkB inh,EBV LMP1 NFkB,TRPM1 prom inh,NR2E3 ag-1,KKLEB cytotox,HIF-2a block,NR2E3 ag-2,C8 TRAIL sens
COc1ccc(C2=NS(=O)(=O)N(C)C(C(=O)NCc3ccccc3)=C2)cc1OC,3.0,-5.6,17.7,-25.9,1.7,1.7,5.7,4.6,7.5,-5.6,-2.3
CCN(C(=O)Cc1c(C(=O)O)n(C)c2ccccc12)c1cc(OC)ccc1OC,-0.4,-7.8,-18.9,11.6,5.4,2.1,-1.4,1.0,3.8,7.3,-5.9
COc1cc(CN2CCN(c3cccc(C)c3C)CC2)cc(Br)c1O,2.3,23.9,-6.1,14.1,2.7,14.4,-2.1,-11.3,-37.0,-12.0,9.1

# Going on with the list:
SMILES,hiPSC survival,Shn3 inh set2,Peg3 prom inh,CF NFkB inh,EBV LMP1 NFkB,TRPM1 prom inh,NR2E3 ag-1,KKLEB cytotox,HIF-2a block,NR2E3 ag-2,C8 TRAIL sens
CCn1cc(CNC(=O)CSc2nc(-c3ccc(OC)c(OC)c3)cc(C(F)(F)F)n2)c(C)n1,2.3,14.4,11.0,14.2,-5.7,4.9,-0.5,-16.3,10.6,13.1,-4.9
C=CCn1c(SCC(=O)Nc2cc(C)ccc2OC)nnc1-c1ccco1,-3.2,12.6,25.1,14.7,-0.6,14.7,-3.0,1.8,14.8,12.3,-0.5
CC(C)Oc1cccc(C(=O)N2CCCC2)c1,1.6,13.8,11.9,-0.3,-2.0,-8.9,-2.3,10.7,3.8,-28.3,-14.4
NS(=O)(=O)c1ccc(Sc2ccccn2)c([N+](=O)[O-])c1,0.4,-0.3,10.8,16.8,1.5,0.6,-3.5,9.6,11.2,-12.9,-13.0
Cc1ncsc1C(=O)Nc1nc2c(s1)CC(C)CC2 (stereo not given),-2.2,-25.7,-235.7,2.1,-11.1,-57.8,4.4,20.8,-286.9,-63.1,34.8
CN(CC(=O)Nc1cccc(F)c1)C(=O)c1cc(-c2ccccc2)nc2ccccc12,-0.4,19.7,49.2,-20.8,3.7,-2.6,-1.1,-9.2,-19.6,-12.5,7.5
COCCNC(=O)c1cc2nc(-c3ccccc3)cc(C)n2n1,-0.8,8.5,2.7,5.6,-11.0,-7.7,2.5,-3.8,-0.6,9.4,1.2
COc1ccc(S(=O)(=O)N2CCN(C)CC2c2ccccc2)cc1 (stereo not given),0.7,4.3,13.0,12.9,-8.1,-4.2,-0.8,8.9,11.4,2.5,-10.3
O=C(NN1CCN(Cc2ccccc2)CC1)c1ccc(Cl)cc1,-4.4,0.0,15.0,-6.4,16.3,2.2,9.3,1.0,24.8,10.7,-4.1
COc1ccc(/C=N\NC(=O)c2ccc(Cn3cc(Br)c([N+](=O)[O-])n3)o2)c(OC)c1C,-1.3,15.6,2.6,-10.4,-0.9,-1.7,1.9,-24.4,16.0,19.2,-13.2
CCOC(=O)Cc1nnc(Nc2cccc(C)c2)c2ccccc12,1.6,8.8,10.6,6.3,0.7,-11.3,1.2,-2.9,2.0,-7.7,-2.0
O=C(Nc1ccc(OC(F)(F)F)cc1)Nc1cccc([N+](=O)[O-])c1,-1.4,52.4,55.3*,65.7*,9.3,53.2,-3.5,-65.4*,-165.5,93.7*,40.7

# Not all compounds are listed; the hit share may differ from the screen's.
